MOR-DOR inv ag – inverse agonists of MOR-DOR heterodimerization, primary screen, cell-based, luminescence; Mu-type opioid receptor (Homo sapiens) + Delta-type opioid receptor (Homo sapiens), …; cell-based MOR-DOR heterodimer luminescence, inverse agonism; inhibition, % at 9.3 µM; hit rate 0.21% among 340,000; AID 504357, 2011; in the data active = inhibition above about 22%, passing the limit was not always enough;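 also: 0% = cells with DMSO and 100% = wells without cells with DMSO; values of inactives mirror those of a sister screen read the other way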
Target sequence (P35372 whole entry, looked up): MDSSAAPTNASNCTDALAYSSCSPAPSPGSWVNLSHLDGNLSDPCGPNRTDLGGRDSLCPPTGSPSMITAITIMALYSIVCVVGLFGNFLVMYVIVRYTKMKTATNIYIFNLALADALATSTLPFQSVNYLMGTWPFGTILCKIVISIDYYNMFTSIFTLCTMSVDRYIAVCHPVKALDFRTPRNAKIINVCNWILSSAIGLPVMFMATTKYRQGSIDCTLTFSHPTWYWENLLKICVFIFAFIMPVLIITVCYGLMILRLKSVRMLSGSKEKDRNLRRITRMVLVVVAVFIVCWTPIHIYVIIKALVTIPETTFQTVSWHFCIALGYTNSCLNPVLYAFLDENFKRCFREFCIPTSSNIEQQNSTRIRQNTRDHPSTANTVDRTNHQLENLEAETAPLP
Target sequence (P41143 whole entry, looked up): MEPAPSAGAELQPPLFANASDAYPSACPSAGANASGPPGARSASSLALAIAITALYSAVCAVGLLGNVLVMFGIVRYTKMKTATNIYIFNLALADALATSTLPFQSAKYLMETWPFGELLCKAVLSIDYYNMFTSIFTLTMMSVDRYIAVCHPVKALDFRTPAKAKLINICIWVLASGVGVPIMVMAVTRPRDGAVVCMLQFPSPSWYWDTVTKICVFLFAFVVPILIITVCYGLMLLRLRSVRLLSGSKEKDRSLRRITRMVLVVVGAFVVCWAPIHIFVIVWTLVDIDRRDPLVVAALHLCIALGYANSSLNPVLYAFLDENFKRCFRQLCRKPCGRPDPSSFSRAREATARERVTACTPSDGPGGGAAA
PKA-R2B activ – activators of PKA-R2B holoenzyme, primary screen, biochemical, fluorescence polarization, Cy5-IP20, human; cAMP-dependent protein kinase catalytic subunit beta (Homo sapiens) + cAMP-dependent …; PKA-R2B holoenzyme dissociation; R2B truncated from residue 108, S112A mutant; 0% DMSO only, 100% 113 µM cGMP; activation, % at 11.4 µM; hit rate 0.079% among 340,000; AID 504700, 2011;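 active = activation above a cutoff set at the mean over all compounds plus 3 SD, cut at about 18% in these data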;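 also: higher means more holoenzyme dissociation and a rise in polarization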
E coli growth – E. coli V3065 growth inhibition, primary screen, counter-screen for AddAB inhibitor project, absorbance, OD600. AID 449728, 2010. hit rate 0.27% among 330,000. 18 h. inhibition, % at 11.9 µM;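 active = inhibition above the campaign's mean inhibition across all tested compounds plus 3 SD, cut at about 9.9% in these data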;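 also: uninfected addAB+ strain grown without phage in ampicillin broth; 0% = DMSO wells and 100% = ciprofloxacin 0.95 µg/ml wells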
HTR5A inv ag – HTR5A inverse agonists in luminescence cell assay, primary screen, counter-screen for OPRM1-OPRD1 heterodimer inverse agonist project, full-deck HTS; hit rate 0.083% among 340,000; inhibition, % at 9.3 µM; 5-hydroxytryptamine receptor 5A (Homo sapiens), P47898; HTR5A cell line, inverse agonism; in the data active = inhibition mostly above about 23%, no sharp cut-off; inactive = mostly below about 18%;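 also: 0% = cells with DMSO and 100% = no-cell wells with DMSO; some compounds called inactive have numbers as strong as hits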
AddAB inh – growth inhibition of E. coli expressing H. pylori AddAB, primary screen, AddAB inhibitor project, absorbance | inhibition, % at 11.9 µM | hit rate 0.29% among 330,000; in the data active = inhibition above about 12%;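 also: 0% = vehicle wells of infected cells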
SUMO Mot1 rescue – yeast Mot1-301 growth rescue at high temperature, primary screen, SUMOylation pathway inhibitor project, S. cerevisiae, ATP luminescence, 38.5C. hit rate 1% among 320,000. growth rescue, % at 18.8 µM. AID 2716, 2010. S. cerevisiae Mot1-301 growth rescue; percent above DMSO median, 100 means doubled;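 active = every valid replicate shows activation above 250% relative to neutral control wells; inactive = the rest, any valid replicate at or below 250%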;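 also: OY570 slx delta 5 strain wells were the positive control but not used for scaling; some compounds called inactive have numbers as strong as hits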
PfHsp90 yeast 2 – growth inhibition of PfHsp90-expressing yeast, primary screen, antimalarial PfHsp90 inhibitor project, S. cerevisiae, BacTiter-Glo luminescence, single point, set 2; BacTiter-Glo ATP, 48 h; yeast lacking PDR1 and PDR3 efflux regulators; inhibition, % at 9.4 µM; hit rate 0.32% among 310,000;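 active = every replicate shows inhibition above about 80%, whatever the replicate mean, limit read from the data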;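 also: 0% = DMSO neutral controls and 100% = 20 µM radicicol positive controls; yeast relying on Plasmodium falciparum Hsp90 in place of its own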
phage Ecoli inh – growth loss of phage-infected E. coli, primary screen, RecBCD inhibitor project, absorbance, with phage, HTS; hit rate 0.26% among 360,000; inhibition, % at 11.9 µM; in the data active = inhibition above about 11%
MOR-DOR ag – agonists of OPRM1-OPRD1 heterodimerization, primary screen, cell-based, luminescence | cells | activation, % at 9.3 µM | hit rate 0.3% among 340,000; in the data active = activation above about 18%;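 also: 0% = vehicle-treated cells and 100% = reference agonist; values of inactives mirror those of a sister screen read the other way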
Tat export inh – E. coli Tat export inhibitors, primary screen, MC4100, TorA-mCherry reporter, fluorescence, single point. inhibition, % at 10 µM. hit rate 0.036% among 340,000. AID 488895, 2010;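 active = mean replicate inhibition at least 50% and at least half of replicates individually reaching 50%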;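 also: exported cargo escapes ClpAP degradation while cytoplasmic cargo is degraded and loses fluorescence; 0% = median of neutral control wells and 100% = median of NaSCN control wells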
PKA-R1A act – activators of PKA-R1A holoenzyme, primary screen, biochemical, fluorescence polarization, Cy5-IP20, bovine R1A, mouse PKAc; cAMP-dependent protein kinase type I-alpha regulatory subunit (Bos taurus) + …; PKA-R1A dissociation; scaled: DMSO 0%, 113 µM cGMP 100%; activation, % at 11.4 µM; hit rate 0.083% among 340,000; AID 504707, 2011;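 active = percent activation above the mean of all tested compounds plus 3 SD, cut at about 19% in these data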;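 also: higher means more PKAc released from R1A so a rise in polarization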
* hit, by the source's call; · = no result given.

Results follow in this order: MOR-DOR inv ag	PKA-R2B activ	E coli growth	HTR5A inv ag	AddAB inh	SUMO Mot1 rescue	PfHsp90 yeast 2	phage Ecoli inh	MOR-DOR ag	Tat export inh	PKA-R1A act
Cc1cccc(NC(=O)CN2C(=O)N/C(=C/c3ccc(-c4cccc(C(=O)O)c4C)o3)C2=O)c1
 : 20	-5	-0.6	-30	2.7	11	9	4.8	-4.2	-9	-4
Cc1ccc(S(=O)(=O)CC(=O)Nc2nc3ccc(S(N)(=O)=O)cc3s2)cc1
 : 9	-7	0.8	4	2.5	93	16	-0.8	-1.7	4	-4
O=C(Cn1cc(C(F)(F)F)ccc1=O)NC(c1ccccc1)c1ccccc1
 : 5	-1	0.0	10	1.1	-9	-23	2.5	-1.0	-20	-11
Cc1cccc(CSc2nnc(NC(=O)c3ccco3)s2)c1
 : -2	7	2.5	-12	6.2	-27	44	3.9	0.4	-3	0
O=c1cc(-c2cc3ccccc3o2)c2cc(O)ccc2o1
 : -12	5	1.7	3	1.6	-6	-19	·	2.3	-5	-4
CC(C)Sc1nc2ccccc2c(=O)[nH]1
 : 10	8	-1.7	-9	0.7	·	·	3.3	-1.9	1	-3
Cc1cc(NC(=O)c2cc3nc(C4CC4)cc(C(F)(F)F)n3n2)no1
 : 11	-1	-2.3	3	0.1	-10	-5	3.4	-2.0	0	-12
CC(C)(C)c1ccc(C(CC(=O)O)NC(=O)CCCc2ccccc2)cc1 (stereo not given)
 : 23	7	3.2	-8	4.4	9	26	2.5	-4.4	-8	5
COc1ccccc1CN1CCNC(=O)C1CC(=O)NC1Cc2ccccc2C1 (stereo not given)
 : 20	-2	-2.4	-19	-2.1	12	-10	5.0	-4.2	2	-2
CC(C)OC(=O)CSc1n[nH]c(-c2cccnc2)n1
 : 0	-1	-2.4	16	1.7	7	-3	0.5	0.1	0	-3
COc1cc(OC)c(OC)cc1CCC(C)NC(=O)Cc1ccccc1 (stereo not given)
 : 9	-7	0.0	-6	-1.9	-9	11	3.2	-1.9	3	6
Cc1ccc(-n2nnnc2SCC(=O)c2c(N)n(C3CC3)c(=O)[nH]c2=O)cc1C
 : 7	-2	-4.4	12	-2.2	-11	2	-2.1	-1.8	-16	-6
COc1ccc(NCC(=O)N/N=C/C(C)c2ccccc2)cc1 (stereo not given)
 : 14	-1	-2.6	13	-2.4	-10	-3	2.3	-3.1	4	6
COc1cc(C)nc2nc(SCc3ccccc3)nn12
 : 7	10	-0.9	18	1.0	·	-8	0.6	-1.4	2	-2
CCN(CC)S(=O)(=O)c1ccc(N2CCOCC2)c(NC(=O)C2CCCC2)c1
 : 9	-16	-0.3	-9	3.5	-7	-6	1.2	-1.8	-10	-9
CC(C)(C)n1nnc(CCc2nnn(C(C)(C)C)n2)n1
 : 6	2	-2.8	0	2.1	-7	13	0.3	-1.5	-5	-1
O=C(OCC(=O)N1CCCc2ccccc21)c1cccc(S(=O)(=O)N2CCOCC2)c1
 : 8	-1	-0.6	2	2.8	11	·	2.3	-1.2	2	-12
COc1ccc(N(CC(=O)NCCSCc2ccccc2C)S(=O)(=O)c2ccccc2)cc1
 : 2	1	0.0	31	0.4	19	15	0.6	-0.4	7	5
O=S(=O)(Nc1cccc(CCc2ccccn2)c1)c1ccc2ccccc2c1
 : -2	-6	·	-10	·	·	-7	1.1	0.5	2	-12
COCCNC(=O)c1onc(CSc2ccc(C(C)C)cc2)c1C(=O)O
 : -9	-2	-1.5	-10	0.0	9	17	2.5	1.6	9	0
COCCNS(=O)(=O)c1ccc(C2CNC(=O)C2)cc1 (stereo not given)
 : 14	-2	2.2	2	5.2	121	-14	0.9	-2.7	0	-8
CC1=C(C(=O)Nc2ccccc2)C(c2ccc(Cl)cc2)n2c(s/c(=C/c3cccc(OCC(=O)O)c3)c2=O)=N1 (stereo not given)
 : 13	-1	-3.9	7	0.8	-4	23	1.7	-2.7	7	-2
Cc1ccc(S(=O)(=O)N2CCN(C(=O)Cc3ccccc3)CC2)cc1
 : -8	-8	-0.1	-5	1.0	2	·	0.2	1.6	0	10
CCCCn1c(N)c(N(CCOC)C(=O)C2CCN(S(=O)(=O)c3ccccc3)CC2)c(=O)[nH]c1=O
 : 13	-7	0.0	-5	-0.7	-5	-3	4.1	-2.6	8	-7
OCC1(CCCc2ccccc2)CCN(C2CCC2)CC1
 : -9	0	0.7	14	4.2	168	5	0.1	1.8	4	7
COCc1ccc(C(=O)NC2CC(C)(C)Cc3c2cnn3-c2ccc(OC)cc2)o1 (stereo not given)
 : 15	9	-0.1	-4	2.0	-6	3	-0.9	-2.9	-1	3
CC(C)(C)OC(=O)N[C@@H](Cc1ccccc1)c1nnc(SCC(=O)O)o1
 : 4	-3	-3.8	6	1.5	-19	-24	2.9	-0.7	-10	10
CC(C)(C)N=Cc1cc(-c2ccccc2)sc1O
 : 4	-4	-0.1	3	2.5	-22	·	2.2	-0.7	1	-2
N#Cc1ccc(NCC(=O)Nc2ccc(S(=O)(=O)N3CCCCC3)cc2)cc1
 : 2	-8	2.5	13	3.9	2	2	2.8	-0.4	-5	9
O=C1CCN(Cc2ccccc2)S(=O)(=O)c2c(F)cc(F)cc21
 : 4	-1	0.2	7	0.1	-5	17	3.4	-0.7	0	8
C=CCn1c(-c2ccccc2)nc(=S)c2c1CCCC2
 : 12	1	-2.6	-7	3.6	197	14	3.8	-2.3	-4	1
CCOC(=O)CCCn1ccc2cc(S(=O)(=O)N3CCCC3)ccc21
 : 2	0	1.3	15	5.2	-5	-14	2.2	-0.4	5	-9
Cc1cc2c(ncn2Cc2ccccc2)c(N)c1C
 : 7	5	0.3	-10	4.1	-7	1	3.8	-1.2	-3	10
COCCN(C(=S)Nc1cccc(Cl)c1C)C(C)c1ccco1 (stereo not given)
 : -5	-8	-1.6	-19	0.8	437	-9	2.9	1.0	-1	5
COc1cc(C(=O)Nc2nnc(S(=O)(=O)N3CCCCCC3)s2)cc(OC)c1OC
 : 12	-8	2.2	-11	4.9	-4	6	0.6	-2.4	1	-1
Cc1ccc(-c2cc(C(=O)N3CC(C)CC(C)C3)c3ccccc3n2)o1 (stereo not given)
 : 9	-16	-1.1	-17	1.1	110	12	1.8	-1.1	2	-9
COCCn1cnc2c1c(=O)n(Cc1cc(C(C)=O)ccc1OC)c(=O)n2Cc1ccccc1
 : 7	0	-0.4	-6	5.7	123	-17	-1.2	-0.8	4	10
Cc1ccc(N(C(=O)C2CCCC2)C2C=CS(=O)(=O)C2)cc1C (stereo not given)
 : 19	-3	-0.6	1	2.4	-1	12	0.9	-3.3	1	-14
CC(=O)N1CCOc2ccc(S(=O)(=O)NCc3ccc(F)cc3)cc21
 : 9	-3	-3.7	-10	2.2	-8	-12	0.7	-1.8	-8	-2
Cc1ccc2occ(/C=N/NC(=O)c3ccc(Cl)cc3)c(=O)c2c1
 : 5	-4	0.8	-4	0.7	-6	9	2.9	-0.9	-6	-7
O=C(c1cccn2c(=O)c3ccccc3nc12)N1CCN(c2ccccn2)CC1
 : 10	-6	2.5	5	0.3	16	-12	3.9	-1.8	10	10
Cc1nc(NC(=S)NC(=O)COc2ccc(Cl)cc2)ccc1Br
 : 20	-10	0.9	11	1.2	55	-6	0.2	-3.7	2	-1
c1coc(-c2nnc3sc(Cc4cccs4)nn23)c1
 : 3	-12	5.2	8	2.2	120	·	1.4	-0.5	-1	-11
CC(C)n1nnnc1SCC(=O)N1N=C(c2cccs2)CC1c1cccs1 (stereo not given)
 : 19	0	-1.4	7	1.6	15	-42	1.2	-3.6	-3	-4
CC(C)CCOP(=O)(c1ccc(N(C)C)cc1)C(O)c1ccccc1F (stereo not given)
 : -1	-10	2.4	3	1.0	·	3	2.1	0.3	2	-4
COc1ccccc1N(C)S(=O)(=O)c1ccc(C)c(C(=O)NC(C)c2ccccn2)c1 (stereo not given)
 : 14	6	1.2	-4	1.2	4	1	1.9	-3.5	-6	-14
CNS(=O)(=O)c1cccc(C(=O)NCC(c2ccco2)N(C)C)c1 (stereo not given)
 : 8	-1	0.4	-18	-0.1	-17	-12	1.1	-1.4	0	3
CCOP(=O)(OCC)C(NC(=O)Nc1ccc(Cl)c(Cl)c1)c1ccccc1 (stereo not given)
 : -35	7	0.8	-5	1.3	-16	16	1.5	7.0	7	-2
CCOc1ccc(NC(=O)c2ccc3c(=O)n4c(nc3c2)CCCCC4)cc1
 : 9	8	-0.7	15	1.7	4	15	-2.3	-1.8	0	-8
COc1cc(/C=N/NC(=O)CC2(C)OCCO2)cc(Br)c1O
 : 16	-10	0.1	-1	3.1	14	0	4.8	-3.2	9	-4
Cc1ccc(-n2nnnc2-c2cnc3ccc(Cl)cc3c2-c2ccccc2)cc1
 : 9	1	-0.1	3	2.0	2	·	1.9	-1.5	13	0

Screening results (PubChem BioAssay)
